WT yeast gro inh = growth inhibition of WT yeast, mitochondrial fusion screen | mitochondrial fusion phenotypic screen, WT strain | inhibition, % at 10 µM | 2.1% of 190,000 active | AID 1362; in the data active = inhibition above about 58%; tested in S. cerevisiae
K1F lysis inhibition = inhibition of K1F phage lysis, E. coli UTI89, bacterial capsule biogenesis inhibitors, alamar blue (AID 488966). E. coli UTI89 K1F phage lysis, alamar blue, 2 h; higher % means a stronger effect. inhibition, % at 100 µM, or IC50 in µM where a hit was titrated. 0.02% of 340,000 active;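 active = phage lysis inhibition, versus mean bacterial control, above a set limit; inconclusive = no clear call, values can overlap the other calls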;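 also: capsule biogenesis inhibitors block K1F phage lysis so surviving cells raise fluorescence; higher fluorescence means more inhibition of phage lysis; actives were called in the ten point dose series up to 300 µM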
NTR1 agonist = NTR1-driven beta-arrestin-GFP spot formation – imaging, U2OS cells, high content, primary screen (AID 493036); P30989; agonist mode; activation, % at 20 µM; 0.17% of 330,000 active;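 active = activation at or above 40% of the spot to cytoplasm intensity ratio, with at least 20 cells analyzed; inconclusive = wells under 20 cells, flagged as cytotoxic or low count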;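 also: 0% = DMSO without peptide and 100% = 100 nM NTR1 peptide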
Target sequence (P30989 whole entry, looked up): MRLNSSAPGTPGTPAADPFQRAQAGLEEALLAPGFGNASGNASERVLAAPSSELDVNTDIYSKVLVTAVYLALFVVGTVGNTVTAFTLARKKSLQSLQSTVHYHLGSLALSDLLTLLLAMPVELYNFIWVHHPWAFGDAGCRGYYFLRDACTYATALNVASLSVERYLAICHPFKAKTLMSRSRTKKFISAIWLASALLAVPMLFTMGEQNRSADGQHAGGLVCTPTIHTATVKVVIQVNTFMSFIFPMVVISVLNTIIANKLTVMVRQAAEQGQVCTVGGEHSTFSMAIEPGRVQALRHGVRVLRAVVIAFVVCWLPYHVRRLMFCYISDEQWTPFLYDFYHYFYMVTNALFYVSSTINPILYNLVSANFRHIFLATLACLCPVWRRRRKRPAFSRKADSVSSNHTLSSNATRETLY
LYP inhibition = inhibitors of LYP phosphatase, biochemical, fluorescence intensity, uHTS (AID 1779). recombinant LYP phosphatase, fluorescence intensity; higher % means a stronger effect. one-dose inhibition, % at 11.5 µM; IC50 in µM for titrated hits. 0.054% of 290,000 active; in the data active = inhibition above about 50%;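 also: plate controls were vehicle with enzyme for no effect and no enzyme for full effect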
RSV antiviral HEp-2 = inhibition of RSV-induced cytopathic effect – HEp-2 cells, primary 10 µM value included (AID 2391) | HEp-2 cells, RSV-induced CPE inhibition; higher % means a stronger effect | CPE inhibition, % at 10 µM, or IC50 in µM where a hit was titrated | 0.13% of 310,000 active; in the data active = a potency from the dose series; inconclusive = CPE inhibition mostly from about 23% at the one dose, without a potency; inactive = the rest, 99 in 100 with CPE inhibition below about 21%; also: strong numbers were not always called active
Dengue-2 NS5 capping = Dengue-2 NS5 methyltransferase inhibitors, primary screen, biochemical, confirmation dose response (AID 588689). inhibition, % at 25 µM, or IC50 in µM where a hit was titrated. Dengue-2 NS5 methyltransferase capping enzyme assay, biochemical; higher % means a stronger effect. 0.3% of 340,000 active; in the data active = a potency from the dose series; inconclusive = inhibition above about 29% without an active follow-up result
AID2073 = inhibitors of Mint1-CaV2.2 protein interaction, biochemical, HTRF (AID 2073); HTRF protein-protein interaction, Mint1-CaV2.2; higher % means a stronger effect; one-dose inhibition, % at 20 µM; IC50 in µM for titrated hits; 0.19% of 290,000 active; in the data active = inhibition mostly above about 51%, no sharp cut-off; inconclusive = no clear call, values can overlap the other calls; inactive = mostly below about 53%; also: some results filed as inactive read as strong as hits
Autophagy HCS = modulators of autophagy. calls only at 10 µM (by protocol). 0.98% of 190,000 active. AID 463193. MEF GFP-LC3 puncta imaging; test concentration mostly 10 µM;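 active = percentage of spot-positive cells more than 3 SD above its plate mean, without a fluorescence outlier flag or 80% toxicity; inconclusive = no clear call, values can overlap the other calls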;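 also: spot-positive cell cutoff set from DMSO-treated cells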
GPR35 antagonists = GPR35 antagonists blocking zaprinast-driven arrestin recruitment, primary screen, imaging, U2OS, beta-arrestin-GFP, zaprinast agonist (AID 2058); U2OS GPR35 beta-arrestin-GFP translocation imaging, zaprinast antagonism; higher % means a stronger effect; 0.052% of 290,000 active; inhibition, % at 10 µM; hits with a dose series show IC50 in µM;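 active = inhibition of at least 50% with at least 30 cells and total cytoplasm GFP at most 10,000,000; inconclusive = under 30 cells or total GFP of 10,000,000 plus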
WT yeast gro inh mutant strain = also measured in WT yeast gro inh; calls as there; inhibition, %; mitochondrial fusion phenotypic screen, mutant strain inhibition
Autophagy HCS cell loss 18 h = also measured in Autophagy HCS; calls as there; toxicity, %; measured here: cell loss, nuclei count;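 cell loss after 18 h compound exposure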
NTR1 agonist cell count 20 µM = also measured in NTR1 agonist; calls as there; cell count; measured here: cell count, cytotoxicity flag
Dengue-2 NS5 capping pilot replicate = second read-out of Dengue-2 NS5 capping, no call of its own (marks repeat the call); inhibition, %; measured here: pilot screen replicate inhibition
The depositor's hits bear a star; i = inactive; ? = inconclusive; . = not tested or not shown; [ ] = another dose, or the depositor's remark.

SMILES	WT yeast gro inh	WT yeast gro inh mutant strain	K1F lysis inhibition	NTR1 agonist	NTR1 agonist cell count 20 µM	LYP inhibition	RSV antiviral HEp-2	Dengue-2 NS5 capping	AID2073	Autophagy HCS	Autophagy HCS cell loss 18 h	GPR35 antagonists	others
Cn1cnc2cc(NS(=O)(=O)c3ccc(Br)cc3)ccc21	-6	12	0.3%	0.2	34	1%	1.6%	-1%	6%	i	6	9%
COc1ccc(OCC(=O)N/N=C2\CCc3ccccc32)cc1	9	-5	-1.4%	-0.7	51	-2%	1.3%	1%	-6%	i	0	10%
CCCCCCCCCCCC(=O)NC1CCS(=O)(=O)C1 (stereo not given)	18	19	0.2%	-1.0	46	-1%	0.3%	-3%	-8%	i	-3	5%
COc1cc(C(c2oc(CO)cc(=O)c2O)c2oc(CO)cc(=O)c2O)cc(OC)c1OC	-15	-3	-0.4%	1.1	39	-2%	9.5%	-5%	9%	i	2	4%
COc1c(C)cc(Br)cc1C(=O)Nc1cccc(NC(=O)c2ccco2)c1	-6	2	2.2%	11	62	-5%	12%	1%	2%	i	-6	-8%
CCn1c(C)nc2cc(NC(=O)Nc3cccc(C(C)=O)c3)ccc21	.	.	0.1%	-1.0	88	-10%	3.3%	1%	6%	.	.	-7%
O=C(Cn1ncc2c1-c1ccccc1OC2)Nc1ccc(Cl)cn1	8	-11	-3.4%	-4.1	53	-1%	0.0%	-6%	9%	.	.	-13%
CCc1nn2c(=O)cc(COc3ccc(/C=C4\C(=N)N5N=C(CC(C)C)SC5=NC4=O)cc3)nc2s1	.	.	.	0.8	41	-2%	0.1%	.	25%	.	.	-9%
CCN(CC)CCN(CC(=O)N(C1CCCCC1)C1CCCCC1)C(=O)c1ccco1	-2	11	0.2%	1.4	88	-7%	0.5%	-9%	-10%	i	-4	-1%
CCOc1cc(C(=S)N2CCN(C)CC2)ccc1OCC(=O)N1CCOCC1	-9	-2	0.6%	-0.7	82	-5%	0.5%	-3%	-6%	i	-6	5%
Cn1c(SCC(=O)Nc2ccccc2)nnc1C(F)(F)F	3	-4	1.0%	0.7	47	-7%	0.3%	-5%	2%	i	19	-11%
COC(=O)COc1ccc2c(-c3cccc([N+](=O)[O-])c3)cc(=O)oc2c1	-1	-8	0.7%	1.8	23	-8%	0.9%	-9%	11%	i	-35	9%
O=C(NCC(=O)N(c1cccnc1)C(C(=O)NC1CCCC1)c1ccccc1F)c1ccco1 (stereo not given)	.	.	-0.2%	-0.3	55	-5%	2.0%	-12%	13%	.	.	7%
CCCNC(=O)COC(=O)c1cc(-c2ccc(OC)cc2)nc2ccccc12	9	-14	1.9%	0.8	48	-6%	6.5%	-7%	19%	i	2	-2%
Cc1cccc(NS(=O)(=O)c2ccc(C(=O)N3CCCCCC3)cc2)c1C	.	.	0.4%[50 µM]	4.6	62	.	10%	-9%	.	.	.	.
CCOC(=O)N1CCN(S(=O)(=O)c2cc(Cl)c(OC)cc2Cl)CC1	10	3	-1.9%	3.3	53	5%	1.7%	-2%	9%	i	-4	-2%
Cc1occc1C(=O)N/N=C/c1ccc(-c2cccc([N+](=O)[O-])c2)o1	.	.	-0.1%	4.6	81	-6%	?	-9%	7%	.	.	-4%
CO/N=C(\c1ccccc1)c1cccnc1	.	.	-0.1%	0.8	60	-10%	0.3%	-7%	0%	.	.	9%
COc1cc(OC)cc(C(=O)NCC(=O)OCC(=O)c2cc(OC)ccc2OC)c1	-1	-11	0.5%[50 µM]	2.4	43	-9%	0.7%	-5%	7%	i	-11	4%
COC(=O)COc1ccc2oc(=O)cc(C)c2c1	15	12	0.3%	-0.4	50	-5%	2.9%	.	4%	i	-3	-3%
CCCCn1cnc2sc(-c3ccccc3)cc2c1=O	-7	-1	4.3%	-3.3	89	-1%	1.8%	-14%	0%	i	-6	8%
S=c1[nH]nc(COc2ccccc2)n1/N=C/c1ccco1	-6	1	-0.2%	-1.1	100	-3%	0.5%	6%	13%	i	38	-10%
CCCn1ncc2c(Nc3ccc(C)c(C)c3)ncnc21	.	.	0.2%	0.2	52	-7%	6.0%	-4%	1%	.	.	-1%
CCS(=O)(=O)Nc1ccc(-c2nnc(SCC(=O)c3cccc(OC)c3)o2)cc1	26	35	0.5%	1.6	65	-7%	0.7%	1%	4%	i	-10	9%
CN(CC(=O)NCCc1ccccc1)S(=O)(=O)c1ccc(Br)s1	.	.	-0.2%	2.8	50	-8%	5.0%	-6%	7%	.	.	9%
CC(=O)Nc1ccc(C(=O)COC(=O)c2ccco2)c(F)c1	.	.	0.5%[50 µM]	-2.3	53	.	0.7%	-5%	.	.	.	.
COc1ccc(NC(=O)CN(c2cccc(C(F)(F)F)c2)S(C)(=O)=O)cc1OC	-7	4	-0.2%	0.0	90	-7%	1.0%	1%	17%	i	-3	1%
CCc1ccc2nc(N(CCCN(C)C)C(=O)c3ccc4c(c3)OCCO4)sc2c1	.	.	2.8%[50 µM]	1.1	61	-5%	0.9%	-3%	6%	.	.	-3%
O=C(N/N=C/c1cccnc1)c1cccc(NC(=O)c2ccccc2Cl)c1	.	.	0.5%	1.4	59	-6%	3.1%	2%	-1%	.	.	2%
CCOC(=O)CCSc1nc(N2CCOCC2)c2c(c1C#N)CC(C)(C)OC2	.	.	0.7%	3.5	92	-7%	1.0%	-10%	0%	.	.	-3%
NC(=O)c1ccccc1NS(=O)(=O)c1ccc(S(=O)(=O)N2CCCC2)cc1	.	.	0.0%[50 µM]	-0.8	49	.	-0.3%	-4%	.	.	.	.
S=c1[nH]nc(-c2ccc(Cl)cc2)n1/N=C/C=C/c1ccco1	.	.	.	0.5	58	2%	2.8%	.	-12%	.	.	-2%
O=C(Cc1c[nH]c2ccccc12)NC1(C(=O)NC2CCCCC2)CCCCC1	-17	-5	-0.6%[50 µM]	5.0	77	-1%	0.1%	1%	6%	i	9	-2%
CCCSc1ccc(-c2nn(-c3ccccc3)cc2/C=C(/C#N)C(=O)NCCCOC)cc1	-5	-4	-0.1%[50 µM]	9.6	84	5%	1.2%	3%	26%	i	-4	2%
Nc1nc(CSc2ccc(Cl)cc2)nc(N2CCCCC2)n1	74*	43*	0.3%	6.5	52	-6%	2.7%	-4%	-11%	i	7	7%
CCc1ccc(C(=O)NNC(=O)C2CC(=O)N(c3ccc4c(c3)OCCO4)C2)cc1 (stereo not given)	.	.	-0.4%[50 µM]	7.7	39	.	0.8%	-7%	.	.	.	.
COCCNc1c(-c2ccc(O)cc2)nc2ccc(Cl)cn12	-1	-6	1.5%	0.5	47	-4%	0.0%	.	8%	i	0	2%
COc1ccc2nc(COC(=O)c3cccs3)c(C(C)=O)[n+]([O-])c2c1	.	.	-2.1%	-1.0	42	-5%	1.0%	-2%	7%	.	.	10%
Cc1nn(-c2ccccc2)c(C)c1C(=O)OCC(=O)N(C)C1CCS(=O)(=O)C1 (stereo not given)	-18	-16	-0.1%	-1.3	77	-1%	0.2%	16%	-3%	i	-8	3%
CCc1sc(C(=O)NNC(=O)CNC(=O)c2ccccc2F)cc1C	.	.	0.4%[50 µM]	-2.3	49	.	1.9%	12%	.	.	.	.
Cc1ccc(C(=O)Nc2ccn(C)n2)cc1	.	.	0.6%[50 µM]	-1.2	67	.	-0.9%	7%	.	.	.	.
COc1ccc(CC2(C)OC(c3ccc(C)cc3)=NN2C(C)=O)cc1 (stereo not given)	52	5	0.2%[50 µM]	5.8	66	-6%	3.0%	5%	9%	i	-1	-5%
CO/N=C/C(C#N)=C/c1ccc(OC)cc1	13	6	0.7%	-0.3	73	2%	1.9%	.	-5%	i	6	-18%
Oc1ccc(Br)cc1-c1nc2cnccn2c1NC1CCCCC1	47	32	2.5%	5.9	55	-2%	12%	-6%	28%	i	0	9%
Cc1ccc(NC(=O)[C@H](C)NC(=O)C2CCN(C(=O)[C@@H](NC(=O)OC(C)(C)C)C(C)C)CC2)cc1	.	.	-0.9%[50 µM]	-0.5	111	-9%	2.7%	-5%	-3%	.	.	-3%
OC(CNCc1ccncc1)c1ccccc1 (stereo not given)	.	.	0.0%	0.4	45	-10%	-1.4%	-6%	8%	.	.	-4%
COc1ccc(/C=N/NC(=O)C2COc3ccccc3O2)cc1OC (stereo not given)	4	-7	-2.1%	1.5	33	1%	3.3%	2%	22%	i	7	-2%
Cc1ccc(C(=O)OCC(=O)NCCN2C(=O)CSC2=O)cc1	-4	-10	0.3%	7.5	90	-7%	0.8%	-1%	0%	i	-17	7%
COc1ccc(N2CCCn3c2nc2c3c(=O)n(Cc3ccccc3F)c(=O)n2C)c(OC)c1	-10	-6	0.2%	0.8	100	-6%	2.6%	-6%	-6%	i	-21	-2%
CCOC(=O)[C@@H](C)NS(=O)(=O)N(Cc1ccccc1)[C@H](C(=O)OC)C(C)C	.	.	2.5%	-0.1	52	.	0.2%	5%	.	.	.	.
C/C(=N\NC(=O)COc1ccccc1[N+](=O)[O-])c1cccc(NC(=O)c2ccncc2)c1	.	.	-1.1%[50 µM]	5.5	44	-2%	2.2%	-9%	-4%	.	.	-9%
CCOc1cc(C#N)ccc1OCC(=O)N1CCN(C(=O)c2cccs2)CC1	.	.	1.2%[50 µM]	-0.8	67	.	1.7%	-3%	.	.	.	.
CCN1CCN(Cc2ccc(NC(=O)Nc3ccccc3)cc2)CC1	17	-2	-4.5%	-2.8	41	-3%	-1.9%	-10%	2%	.	.	1%
CNC(=O)C12CCC(C)(c3nc4cc(C)c(C)cc4nc31)C2(C)C (stereo not given)	-12	10	8.5%	1.1	54	-5%	-0.5%	-2%	-3%	i	29	-6%
O=C(NCc1ccc2c(c1)OCO2)c1ccc(CSCc2cccc(Cl)c2)o1	43	-9	2.2%	0.9	56	-3%	17%	-4%	-1%	i	11	-11%
Cc1ccc(CCN2CC(C(=O)NCCN3CCOCC3)CC2=O)cc1 (stereo not given)	25	10	.	0.8	31	-2%	2.6%	.	?	i	-1	5%
CCCCOC(=O)CSc1n[nH]c(=O)[nH]c1=O	0	-5	1.4%	-0.7	79	-8%	2.1%	-16%	1%	i	3	2%	Dengue-2 NS5 capping pilot replicate=4.0
COc1ccc(NC(=O)Nc2ccccc2OC)cc1	20	5	0.1%	-1.4	39	-3%	0.3%	-14%	-2%	i	-17	-4%

Compound activity: PubChem BioAssay, several laboratories
